Assay outcomes from PubChem BioAssay.
M1 ag: agonists of human M1 muscarinic receptor; 0.33% of 360,000 active; CHO-K1 hM1, Fluo-8 calcium fluorescence, agonist mode; 0% DMSO, 100% acetylcholine EC100; activation, % at 3 µM;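 active means activation above the run's mean compound activation plus 3 SD, cut at about 16% in these data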;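 further: peak over basal fluorescence ratio within a 140 s kinetic read after compound addition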
Target sequence (P11229 whole entry, looked up): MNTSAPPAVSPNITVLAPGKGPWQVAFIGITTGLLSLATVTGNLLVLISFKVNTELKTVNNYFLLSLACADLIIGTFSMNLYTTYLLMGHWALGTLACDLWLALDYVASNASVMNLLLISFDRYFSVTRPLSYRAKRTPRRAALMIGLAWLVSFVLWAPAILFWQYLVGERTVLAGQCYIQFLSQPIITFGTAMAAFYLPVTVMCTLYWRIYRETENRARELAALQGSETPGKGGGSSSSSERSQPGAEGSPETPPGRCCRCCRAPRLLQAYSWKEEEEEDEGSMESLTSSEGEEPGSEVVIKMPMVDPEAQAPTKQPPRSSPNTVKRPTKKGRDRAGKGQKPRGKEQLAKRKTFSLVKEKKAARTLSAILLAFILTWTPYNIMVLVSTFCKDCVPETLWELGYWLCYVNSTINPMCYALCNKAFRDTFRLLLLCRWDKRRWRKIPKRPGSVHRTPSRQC
CHO-K1 Ca antag: M1 antagonist counterscreen hit in parental CHO-K1 cells; ATP-induced calcium, Fluo-8 fluorescence; inhibition, % at 3 µM; 0.6% of 360,000 active; AID 602250;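 active means inhibition above a per-plate cutoff, the plate's mean sample inhibition plus 3 SD, cut at about 24% in these data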;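 further: 0% = DMSO plus EC80 ATP and 100% = DMSO alone without ATP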
CHO-K1 Ca PAM: nonselective activator or artifact in parental CHO-K1 calcium assay. ATP EC20, Fluo-8 calcium fluorescence; 0% at ATP EC20, 100% at ATP max. activation, % at 3 µM. 0.02% of 360,000 active. AID 602247;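 active means activation above the run cutoff, the mean activation of all test compounds plus 3 SD, cut at about 40% in these data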;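 further: peak over basal fluorescence ratio in a 140 s read after ATP addition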
M1 PAM: human CHRM1 positive allosteric modulation. P11229. CHO-K1 hM1, Fluo-8 calcium fluorescence, ACh EC20; 0% = ACh EC20, 100% = maximal ACh. activation, % at 3 µM. 0.088% of 360,000 active. AID 588819; in the data active means activation above about 19%, passing the limit was not always enough
TAAR1 agonist: agonists of human TAAR1 | activation, % at 3 µM | 0.99% of 360,000 active | AID 624467 | CHO RD-HGA16 TAAR1, Fluo-8 calcium fluorescence; vehicle wells 0%, saturating PEA agonist 100% | Q96RJ0;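 active means activation above the mean activation of all test compounds in the run plus 3 SD, cut at about 38% in these data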
Target sequence (Q96RJ0 whole entry, looked up): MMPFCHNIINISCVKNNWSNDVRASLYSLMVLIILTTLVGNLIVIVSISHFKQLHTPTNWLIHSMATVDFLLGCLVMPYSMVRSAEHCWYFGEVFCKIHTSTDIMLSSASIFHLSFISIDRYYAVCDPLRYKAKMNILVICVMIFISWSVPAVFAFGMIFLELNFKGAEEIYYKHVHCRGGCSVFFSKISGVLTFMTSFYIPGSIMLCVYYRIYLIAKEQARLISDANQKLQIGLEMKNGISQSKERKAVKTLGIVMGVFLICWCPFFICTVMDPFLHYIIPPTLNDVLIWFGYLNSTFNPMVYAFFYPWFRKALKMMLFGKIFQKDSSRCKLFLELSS
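System: CHO-derived RD-HGA16 cells with stable Gα16 and human TAAR1. Times: 17-24 h plating, Fluo-8 75 min 37 °C, 30 min RT. Measured by: calcium-sensitive Fluo-8 signal, excitation 470-495, emission 515-575 nm. Read-out basis: % activation relative to PEA EC100 response. Control set: DMSO and PEA EC100. Repeats: no replicates (n 1).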
M1 ag parental: counter-screen for M1 agonists: effect in parental CHO-K1 cells; 0.48% of 360,000 active; Fluo-8 calcium fluorescence; scaled to maximal ATP response, vehicle zero; activation, % at 3 µM; AID 602248; in the data active means activation above about 15%;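 further: untransfected CHO-K1 host cells lacking M1 receptor as counterscreen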
TAAR1 antag: antagonists of human TAAR1; Q96RJ0; CHO RD-HGA16 TAAR1, Fluo-8 calcium fluorescence, antagonist; inhibition, % at 3 µM; 1.5% of 360,000 active;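 active means inhibition above a per-plate cutoff, the mean inhibition of test compounds on that plate plus 3 SD, cut at about 49% in these data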;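 further: 0% = DMSO plus EC80 beta-PEA response and 100% = DMSO alone without agonist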
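Test system: RD-HGA16 CHO cells with stable hTAAR1 and Gα16 / Probe or stimulus: EC80 β-phenethylamine stimulus / Times: seeding 17-24 h prior, 75-min 37 °C, 30-min RT dye loading / Detection: Fluo-8 calcium-sensitive fluorescence / Read-out basis: % inhibition scaled between DMSO and EC80 PEA controls / Repeats: singlicate, one well per test compound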
M1 antag: human CHRM1 antagonism; P11229; CHO-K1 hM1, Fluo-8 calcium fluorescence, ACh EC80 antagonist; inhibition, % at 3 µM; 1.3% of 360,000 active; AID 588852;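 active means percent inhibition above its own plate's cutoff, namely the mean of that plate's compound wells plus 3 SD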;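 further: peak over basal fluorescence ratio during 140 s after agonist addition; 0% = ACh EC80 plus DMSO and 100% = DMSO alone without agonist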
CHO parental Ca: signal in parental CHO cells, OX1R antagonist counter-screen | parental CHO-K1, ATP-induced calcium, Fluo-8 fluorescence | inhibition, % at 5.6 µM | 0.63% of 330,000 active | AID 463079;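 active means inhibition above that plate's mean sample inhibition plus 3 SD, cut at about 26% in these data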;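 further: 0% = ATP-challenged DMSO wells and 100% = DMSO wells without ATP; some compounds past the cut are filed as inactive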
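test system = CHO parental line | reagent = ATP stimulus | measured by = intracellular calcium via Fluo-8 no-wash fluorescent dye | control set = ATP and no-ATP DMSO wells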
* = called active by the depositor; nt = not tested or not shown. Not a hit list. Share with any hit: about 4.4%.

SMILES	M1 ag	CHO-K1 Ca antag	CHO-K1 Ca PAM	M1 PAM	TAAR1 agonist	M1 ag parental	TAAR1 antag	M1 antag	CHO parental Ca
CN(c1ccccc1)S(=O)(=O)c1cccc(NC(=O)Cn2cnc3c2c(=O)n(C)c(=O)n3C)c1	-6	-5	16	-3	5	3.2	15	8	-12
CC1(C(=O)O)CCC(C(=O)Nc2ccc(S(N)(=O)=O)cc2)C1(C)C (stereo not drawn)	-4	4	4	6	1	0.7	2	-8	6
O=C(NCC1CCCO1)C1CCN(C2CCN(CCCC3CCCC3)CC2)CC1 (stereo not drawn)	-11	4	7	9	0	0.1	-22	-3	-5
CCOc1ccc(C(=O)NCCc2ccccc2)cc1	-4	-6	6	3	20	0.0	-9	-7	-2
CC(/C=C/c1ccccc1)=N\Nc1nc(-c2ccccc2)cs1	-6	-5	20	5	2	1.8	4	-20	-18
CCOC(=O)c1ccc(CC(=O)c2oc3cc(O)ccc3c2C)o1	2	5	-15	4	7	0.8	-16	-11	-5
O=C(O)c1ccccc1-c1nc(-c2ccccc2)c(-c2ccccc2)[nH]1	-5	3	7	4	1	0.1	18	2	2
COc1ccc(S(=O)(=O)NCC(=O)O)cc1C(=O)NC1CCCCC1	-4	-9	24	14	1	0.7	-9	-5	-14
O=C(NCc1ccccc1Cl)NC(=O)c1ccccc1	-6	2	8	-2	7	0.9	11	-3	8
CCN(CC(=O)Nc1c(F)cccc1F)C(=O)/C=C/c1ccc(S(=O)(=O)N2CCCCCC2)cc1	1	-7	12	12	4	7.2	10	-15	-11
COc1ccc(CNC(=O)C2CCN(S(=O)(=O)c3cccc4cccnc34)CC2)cc1	-2	-9	15	9	2	1.6	15	-21	-11
CS(=O)(=O)c1ccc(-c2sc3ccccc3c2C(=O)N2CCN(c3ccc(F)cc3)CC2)cc1	-2	-13	19	-1	9	2.2	17	9	-8
CCN1C(=O)c2ccccc2Sc2ccc(C(=O)NCCCN3CCOCC3)cc21	-8	-20	16	-8	0	0.7	1	7	-5
CN(c1ccc(C(=O)Nc2ccc(F)cc2F)cc1)S(=O)(=O)c1ccccc1	1	19	-28	9	1	2.0	17	-6	9
C[C@@]12CCC3[C@@](CCC4[C@@]3(C)CCC[C@@]4(C)C(=O)N3CCCCC3)(CC1=O)C2 (stereo partly drawn)	-2	-11	14	12	11	0.4	3	-4	-13
COc1ccc(Cl)cc1C(=O)NCC(C)C	-4	-1	21	3	5	0.4	-3	-23	-8
COc1ccccc1CN(C)C(=O)c1cc(-c2cc(OC)c(OC)c(OC)c2)nc2ccccc12	-6	-2	1	-3	8	4.9	61*	19	-15
O=C(c1ccc(S(=O)(=O)N2CCCCC2)cc1)N1CCCc2ccccc21	0	-6	17	3	18	2.7	22	-3	-9
O=C(NNC(=S)Nc1ccc(F)c(Cl)c1)C1CC1	-3	-12	6	5	5	0.3	-4	-3	10
COc1ccc(C(=O)NC2CCCCC2)cc1OC1CCN(C(C)C)CC1	-5	-10	23	5	1	1.4	-21	-4	-6
Cc1ccc(-n2cc(CN3CCNC(=O)CC3)c(-c3cccc(C)c3)n2)cc1	-11	-3	24	15	12	4.7	-6	-9	-10
O=C1C=C(Nc2ccc(Cl)cc2Cl)CC(c2ccco2)C1 (stereo not drawn)	-12	-1	13	4	3	3.6	-19	-4	-23
COc1cccc(/C=N/NC(=O)C(C)n2nnc3ccccc32)c1 (stereo not drawn)	-3	0	7	3	1	1.4	-21	-7	-7
COC(=O)[C@H](CC(C)C)NCc1cccc(CN[C@@H](CC(C)C)C(=O)OC)c1	-5	-5	9	-4	7	1.1	-13	2	-15
O=C(NCc1cccnc1)c1sc2cc(Cl)ccc2c1Cl	-5	-7	20	0	5	4.1	3	7	-16
(continued)
SMILES	M1 ag	CHO-K1 Ca antag	CHO-K1 Ca PAM	M1 PAM	TAAR1 agonist	M1 ag parental	TAAR1 antag	M1 antag	CHO parental Ca
O=C1C(C23CC4CC(CC(C4)C2)C3)C(=O)N(c2ccccc2)N1c1ccccc1	-3	-2	-6	6	4	-0.4	-5	-22	-7
O=C1CS/C(=N\c2ccccn2)N1C1CCCCC1	-3	6	-4	-1	4	0.0	8	8	-4
CCOC(=O)C(CCCOc1ccccc1C)C(=O)OCC	-4	-2	19	12	4	0.3	-15	-15	-12
O=C(CCCCCCCC(=O)NCC1CCCO1)NCC1CCCO1 (stereo not drawn)	-4	-3	7	13	14	-0.1	3	-8	-4
O=C(Nc1nc2nccc(-c3ccccc3)n2n1)c1ccccc1	-1	0	-15	16	5	-0.1	-6	-32	-6
CC(NC(=O)COc1ccc(-c2nnco2)cc1)c1ccc(Cl)cc1Cl (stereo not drawn)	-8	22	-13	2	2	0.8	-7	4	-20
Cc1ccc(S(=O)(=O)N2CC(O)C[C@H]2C(=O)OCC(=O)N2CCN(c3ccc(F)cc3)CC2)cc1C (stereo partly drawn)	-3	2	5	1	1	0.8	3	-1	nt
COC(=O)CN1C(=O)C(C)(C)Oc2ccc(C(=O)NC3CC3)cc21	-2	-4	16	1	10	0.3	7	2	-6
CCCCN1C(=O)C(O)=C(C(C)=O)C1c1ccccc1 (stereo not drawn)	-1	12	-4	-4	nt	-0.4	nt	-14	-13
CN(C(=O)Cn1c(=O)oc2cc(S(=O)(=O)N3CCCC3)ccc21)C1CCCCC1	-4	4	-10	-1	0	0.2	-7	2	-6
COc1cccc(S(=O)(=O)NCc2ccc(C(=O)N3CCN(C)CC3)cc2)c1	-2	-6	-11	11	0	0.5	1	-11	nt
CC(=O)NCCC(=O)Nc1ncc(S(=O)(=O)c2ccc([N+](=O)[O-])cc2)s1	1	-1	4	0	3	1.1	-11	3	-7
C[C@H](NC(=O)c1nc[nH]c1C(=O)NCCCCCNC(=O)OC(C)(C)C)C(=O)OC(C)(C)C	1	-9	9	-12	18	7.6	61*	6	-4
CSCC[C@H](CO)NC(=O)[C@H]1O[C@@H](n2cnc3c(N)ncnc32)[C@H](O)[C@@H]1O	-3	-11	20	4	1	0.8	-14	-28	nt
Cc1ccc(C)c(N(CC(=O)NC2CCCCC2)C(=O)CNC(=O)c2ccco2)c1	-3	-3	7	6	7	10	-5	-5	-22
C=CCn1c(N)c(C(=O)OC(C)(C)C)c2nc3ccccc3nc21	-6	-5	16	4	0	-0.2	-10	-16	nt
Cc1ccc(NC(=O)c2cc(N3CCOCC3)nc3ccccc23)cc1	1	-3	-7	11	5	0.6	20	-3	-21
Clc1ccc(OCCCn2ccnc2)c(Br)c1	-11	4	-7	-18	3	1.0	-11	12	-10
Cc1ccc(S(=O)(=O)Nc2ccc3c(c2)C(=O)N([C@@H](C)CO)C[C@@H](C)[C@@H](CN(C)C(=O)NC2CCCCC2)OCCCC[C@H](C)O3)cc1	1	9	4	14	0	0.1	-7	-13	nt
CC(=O)c1cccc(NC(=O)C2=CC(c3cccs3)=NS(=O)(=O)N2C)c1	0	-7	5	-9	17	7.4	48	8	-22
Clc1ccccc1-c1ccc2ncnc(NCc3ccc4c(c3)OCO4)c2c1	-4	-9	15	-1	17	0.7	26	-2	-16
O=C(OCc1ccc([N+](=O)[O-])cc1)c1cc(=O)c2ccccc2o1	-2	22	13	11	-1	0.4	-5	0	-4
CCCCCOc1ccc(Br)cc1/C(C)=N/NC1=NCCN1	-4	-5	20	-16	62*	1.1	30	6	1
CCOC(=O)c1ccccc1NC(=O)C=C(C)C	-8	-10	27	10	3	0.6	-1	-5	-12
Oc1ccc(-c2nc3ccccc3s2)cc1	-1	-6	9	7	-1	1.3	-18	-9	-4
Later entries
SMILES	M1 ag	CHO-K1 Ca antag	CHO-K1 Ca PAM	M1 PAM	TAAR1 agonist	M1 ag parental	TAAR1 antag	M1 antag	CHO parental Ca
CCOC(=O)N1CCC(NCCNC(=O)c2ccccc2Cl)CC1	43*	10	-7	-16	2	-0.4	3	38*	-11
Cc1ccc(-n2c(SCc3ccc([N+](=O)[O-])cc3)nc3ccccc3c2=O)cc1	-4	-7	16	4	13	0.1	0	-12	-11
N#CCC(=O)NCCCc1ccccc1	0	3	-5	-6	6	0.2	-18	23	2
COC(=O)C1CCN(CC(N)=O)CC1	-2	-8	21	6	17	0.7	-8	-16	18
CCCCn1c(N)c(N(CCOC)C(=O)c2cccc(S(=O)(=O)N(CC)c3ccccc3)c2)c(=O)[nH]c1=O	-4	-7	7	6	0	-0.1	-29	-5	-7
CC(C)(C)C(=O)Nc1ccc(-c2csnn2)cc1	-4	8	-19	2	2	0.3	-8	-7	-6
O=C(C[C@@H]1C[C@H]2c3cc(NC(=O)Nc4ccccc4F)ccc3O[C@H]2[C@H](CO)O1)NCC(F)(F)F	-3	-9	20	0	1	0.8	-8	-9	nt
COc1cc(OC)c(S(=O)(=O)Nc2ccc(C)cn2)cc1NC(C)=O	-5	-5	10	2	3	0.2	0	-6	-1
CCOC(=O)C1(C)CCN1C(=O)c1cc(-c2ccc(Cl)cc2)oc1C (stereo not drawn)	-2	17	-8	9	0	1.1	4	-21	nt
CCOC(=O)C(=O)NCC(c1cccs1)S(=O)(=O)c1ccc(C)cc1 (stereo not drawn)	-3	-12	10	4	3	2.9	-24	3	-5
O=C(CSc1nccn(-c2ccc(F)c(F)c2)c1=O)NC1CCCC1	-4	-6	19	1	0	0.8	-3	-1	nt
CCCCC1CC(/C(C)=N/NC(N)=O)OC1=O (stereo not drawn)	-4	-2	6	16	0	0.1	-4	-8	-7
C#CCOC(=O)c1cc(Cl)c(=O)n(Cc2ccc(Cl)cc2Cl)c1	-6	3	0	-4	-2	4.2	5	8	-19
COc1ccc(C)cc1NC(=O)Nc1ccccc1	-5	-10	7	0	1	0.5	-11	-10	-5
Cc1ccc(-c2noc(CSc3nnc(Cc4ccccc4)n3-c3cccc(C)c3)n2)cc1	-3	-4	3	5	7	-0.8	-19	5	-25
O=c1[nH]c(/C=C/c2ccccn2)nc2ccccc12	-5	-2	21	10	1	1.6	5	-13	0
CC[C@@]1(c2ccccc2)C(=O)N(C(=O)OC)N1C(=O)OC	-3	-7	-2	8	1	0.0	15	-11	0
CCNC(=O)Nc1ccccc1C(=O)OC	-6	18	16	13	0	11	7	-8	-6
COc1ccccc1NS(=O)(=O)c1cc(NC(=O)CCC2CCCC2)ccc1N1CCOCC1	-4	-16	21	8	1	0.9	-3	-5	10

Part of the list above in order of count of non-hydrogen atoms, lowest first.
SMILES	M1 ag	CHO-K1 Ca antag	CHO-K1 Ca PAM	M1 PAM	TAAR1 agonist	M1 ag parental	TAAR1 antag	M1 antag	CHO parental Ca
CCNC(=O)Nc1ccccc1C(=O)OC	-6	18	16	13	0	11	7	-8	-6
COc1ccc(C)cc1NC(=O)Nc1ccccc1	-5	-10	7	0	1	0.5	-11	-10	-5
CC[C@@]1(c2ccccc2)C(=O)N(C(=O)OC)N1C(=O)OC	-3	-7	-2	8	1	0.0	15	-11	0
CCOC(=O)C(=O)NCC(c1cccs1)S(=O)(=O)c1ccc(C)cc1 (stereo not drawn)	-3	-12	10	4	3	2.9	-24	3	-5
